# NPR2 activator = GC-B (human) receptor activation | P20594 | activation, % at 10 µM | hit rate 0.11% among 370,000 | AID 1920062 | HEK293-GC-B cells, CNP EC30, cGMP TR-FRET; 0% at EC30 CNP, 100% saturating CNP;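 active means activation at 10 µM reaching about 35% in either raw or pattern-adjusted values, limit read from the data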
# NPR1 activator = GC-A (human) enzyme activation. P16066. HEK293 GC-A cells, cGMP TR-FRET, EC30 ANP; 0% at EC30 ANP, 100% saturating ANP. activation, % at 10 µM. hit rate 0.14% among 370,000. AID 1671463; in the data active means activation above about 40%
# ABHD4 inh = inhibitors of mouse ABHD4; Q8VD66; purified mABHD4, FP-Rh probe fluorescence polarization; inhibition, % at 8.92 µM; hit rate 0.54% among 370,000;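 active means inhibition exceeding the mean over every tested compound plus 3 SD, cut at about 30% in these data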;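 further: 0% = plate median of compound wells and 100% = S159A mutant with DMSO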
#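 Assay system: mABHD4 protein; medium: HEPES pH 7.0, NaCl, Pluronic buffer; dosing: 8.92 µM, single dose; schedule: 45 min + 60 min at 25 °C; signal: FP readout, ex 525 nm / em 598 nm; read-out: normalized percent inhibition of probe labeling; repeats: single replicate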
# SIAE primary = blocks human sialic acid acetylesterase | Q9HAT2 | AID 1053197 | inhibition, % at 9.66 µM | hit rate 0.69% among 370,000 | SIAE FP-Rh probe binding, fluorescence polarization;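 active means inhibition above a cutoff: mean of compounds within the control limits plus 3 SD of those, cut at about 17% in these data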;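 further: 0% = plate median of compound wells and 100% = probe without SIAE protein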
# Target sequence (Q9HAT2 whole entry, looked up): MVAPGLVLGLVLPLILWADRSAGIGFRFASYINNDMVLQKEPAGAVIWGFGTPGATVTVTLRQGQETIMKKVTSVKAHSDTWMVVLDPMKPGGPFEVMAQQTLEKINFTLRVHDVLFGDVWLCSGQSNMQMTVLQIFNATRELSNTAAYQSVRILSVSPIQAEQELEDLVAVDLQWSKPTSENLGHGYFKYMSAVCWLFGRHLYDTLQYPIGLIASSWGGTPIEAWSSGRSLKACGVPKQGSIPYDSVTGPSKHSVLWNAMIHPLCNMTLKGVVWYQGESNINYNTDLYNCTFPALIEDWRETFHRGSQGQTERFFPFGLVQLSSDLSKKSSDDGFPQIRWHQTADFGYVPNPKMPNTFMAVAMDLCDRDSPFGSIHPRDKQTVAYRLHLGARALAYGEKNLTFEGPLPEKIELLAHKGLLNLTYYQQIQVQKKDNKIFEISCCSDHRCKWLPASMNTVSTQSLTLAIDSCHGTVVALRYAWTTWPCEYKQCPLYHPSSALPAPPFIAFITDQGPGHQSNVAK
# PRMT1 FP inh = inhibitors of human PRMT1 | Q99873 | recombinant PRMT1, activity-based probe fluorescence polarization | inhibition, % at 2.79 µM | hit rate 1.3% among 370,000 | AID 652257;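 active means inhibition above about 21% made by adding two undisclosed values, limit read from the data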
# Target sequence (Q99873 whole entry, looked up): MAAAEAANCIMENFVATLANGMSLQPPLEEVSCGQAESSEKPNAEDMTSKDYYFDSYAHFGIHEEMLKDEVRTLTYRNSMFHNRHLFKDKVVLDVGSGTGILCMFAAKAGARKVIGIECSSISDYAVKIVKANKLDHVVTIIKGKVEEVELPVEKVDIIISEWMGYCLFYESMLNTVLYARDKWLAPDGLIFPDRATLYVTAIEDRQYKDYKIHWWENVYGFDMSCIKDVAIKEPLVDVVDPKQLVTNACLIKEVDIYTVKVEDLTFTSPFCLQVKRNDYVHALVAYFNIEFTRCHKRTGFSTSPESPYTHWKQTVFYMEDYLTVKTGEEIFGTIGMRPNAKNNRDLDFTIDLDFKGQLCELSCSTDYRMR
# HTRA1 inh = HTRA1 (human) protease inhibition; Q92743; recombinant HTRA1, FP-rhodamine activity-based probe, fluorescence polarization; inhibition, % at 5.96 µM; hit rate 0.5% among 340,000; AID 504803; in the data active means inhibition above about 36%;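 further: 0% = enzyme with DMSO and 100% = wells lacking enzyme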
# UHRF1 binding = blocks human UHRF1 binding to methylated DNA; UHRF1 binding to methylated oligo, TR-FRET; AID 687016; Q96T88; inhibition, % at 4.4 µM; hit rate 0.75% among 370,000; in the data active means inhibition above about 21%;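 further: UHRF1 SRA domain binding a hemimethylated CpG hairpin DNA probe; 0% = median of test compound wells and 100% = reference inhibitor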
# rCAG binder = r(CAG) repeat RNA binding | TO-PRO-1 dye displacement fluorescence | inhibition, % at 3 µM | hit rate 1.3% among 370,000;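 active means inhibition above the plate cutoff, the mean of all test compounds on that plate plus 3 SD, cut at about 35% in these data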;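 further: 0% = DMSO alone and 100% = 100 µM mitoxantrone as full dye displacement; higher means more dye released from RNA so lower well fluorescence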
# MBD2 DNA inh = inhibitors of human MBD2 binding to methylated oligonucleotide; inhibition, % at 4.4 µM; AID 686964; TR-FRET; Q9UBB5; hit rate 0.31% among 370,000; in the data active means inhibition above about 13%
# TCR CD3 inh = blocks the human TCR-CD3 interaction | TAMRA-labeled TCR probe fluorescence, biochemical | AID 651800 | inhibition, % at 9.4 µM | hit rate 0.37% among 360,000; in the data active means inhibition above about 19%;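 further: recombinant mutant TCR 2C K166C tagged with TAMRA read by polarization; 0% = receptor in buffer alone and 100% = receptor with positive control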
# The depositor's hits bear a star; x = no result given. The list is partial; the hit share may differ from the screen's.
SMILES,NPR2 activator,NPR1 activator,ABHD4 inh,SIAE primary,PRMT1 FP inh,HTRA1 inh,UHRF1 binding,rCAG binder,MBD2 DNA inh,TCR CD3 inh
C=CCNC(=S)NCC,2,2,1,9,0,0,0,1,1,-6
c1ccc(C2[C@H]3CN(CC4CCCCC4)[C@H](c4ccccc4)C34CC2(c2ccccc2)C4)cc1 (stereo partly specified),1,-2,4,-4,1,-24,-1,3,-1,6
CC(C)[C@H](N)c1nnc(SCC(=O)c2ccc(Cl)cc2)o1,-6,6,3,1,1,4,0,0,1,4
CCN1CCN(C(=O)c2cc3cc4cc(OC)ccc4nc3s2)CC1,7,1,1,0,-1,3,-4,-7,-7,-6
Cc1nn(Cc2ccc([N+](=O)[O-])cc2)c(=O)n1-c1ccc(F)cc1,7,-1,0,0,0,8,3,-1,7,-18
Cc1cccn2cc(CNC(=O)c3ccc(Br)o3)nc12,1,2,3,1,-4,-6,-1,4,-6,5
CCC(=O)NC1(C(F)(F)F)C(=O)Nc2c1c(=O)[nH]c(=O)n2Cc1ccco1 (stereo unspecified),0,-2,-4,8,-2,8,-1,0,-2,15
O=C(c1ccc(O)cc1)c1ccc(C(=O)c2ccc(O)cc2)cc1,-2,-3,-13,-13,-2,-5,1,2,2,0
O=C(c1ccc(C(=O)N2CCCc3ccccc32)s1)N1CCCc2ccccc21,3,-4,6,12,-1,-5,0,1,2,7
COc1ccc(-c2cc(C(=O)NCCCN3CCOCC3)c3ccccc3n2)cc1OC,3,3,4,2,3,5,1,-5,0,-4
COc1ccc(CN2CCCN(S(=O)(=O)c3ccc(Br)cc3)CC2)cc1,0,0,-3,-6,0,4,1,-3,2,-8
NC1=NC(=O)/C(=C/c2cn(Cc3ccccc3)c3ccccc23)S1,-10,-9,1,0,2,-14,-1,44*,-2,8
COC(=O)c1ccccc1NC(=O)CN1CCC(C)CC1,-7,1,0,-7,4,-1,1,-7,3,-3
CCOC(=O)[C@]12CCCC=C1N(CCC1=CCCCC1)C(=O)[C@H](CC(=O)NCc1cccc(C(F)(F)F)c1)C2,0,-4,5,-4,6,x,0,5,4,6
Cc1ccc(CNC(=O)[C@]2(C)CCC[C@@]3(C)C4CC[C@@]5(C)C[C@]4(CCC32)CC5=O)cc1 (stereo partly specified),0,2,-12,4,0,-72,-3,-5,0,10
O=C(Nc1ccc(F)cc1)c1csc(Cc2ccccc2)n1,x,x,-6,4,-3,4,2,0,0,-6
Cc1ccc(S(=O)(=O)N[C@H](C(=O)N2CCC(C(=O)N3CCC[C@H]3C(=O)O)CC2)C(C)C)cc1,0,1,-7,0,4,4,2,3,7,2
NS(=O)(=O)OCCCc1ccc(C(F)(F)F)cc1,-2,4,-10,-7,-2,7,2,4,0,-3
CSCC[C@H](NC(=O)Nc1ccc(OC(F)(F)F)cc1)C(=O)O,0,1,7,2,1,4,-1,1,-3,1
CC1C(=O)Nc2ccc(S(=O)(=O)N3CCCCCC3)cc21 (stereo unspecified),-3,1,-2,0,-1,-2,0,1,-3,1
CSc1cccc(NC(=S)N(Cc2ccc(C)cc2)Cc2cccnc2)c1,-2,-4,-9,11,-5,-26,-1,1,-7,2
C(=N\N1CCN(Cc2ccccc2)CC1)/c1cccs1,0,-1,5,6,2,-8,4,-5,-3,-7
COc1ccc(-n2ncc3c(NC(C)C)ncnc32)cc1,3,0,6,-4,-1,0,0,-1,1,7
COc1ccc(C(=O)OC(C)C(=O)NC(C)CCc2ccccc2)cc1[N+](=O)[O-] (stereo unspecified),2,0,3,-7,5,-5,-2,-1,-3,-5
CC1CN(S(=O)(=O)c2cccc(C(=O)NN3CCN(C)CC3)c2)CC(C)O1 (stereo unspecified),4,-3,-8,2,-3,0,-2,-1,2,1
Nc1nc(SCC(=O)NCc2ccc(F)cc2)[nH]c(=O)c1NC(=O)c1ccc(Cl)cc1,-6,1,-12,-3,-1,1,-1,-2,-4,-2
CC(C)=CC[N+]1(C)CCCCC1,-2,1,-2,7,1,7,0,1,2,1
Cn1cnnc1Sc1ccc(C(=O)OCC(=O)NCC(F)(F)F)cc1[N+](=O)[O-],0,0,-5,-7,5,9,8,-2,3,1
O=C(CNC(=O)c1ccc(S(=O)(=O)N2CCCC2)cc1)N/N=C/c1c(Cl)cccc1Cl,3,-2,-10,-2,-2,-8,3,1,-10,10
CCOCCCNC(=O)C1CCN(S(=O)(=O)c2ccc(C)cc2)CC1,3,4,0,5,2,0,0,-3,-1,2

# A section from further up, as a working copy:
SMILES,NPR2 activator,NPR1 activator,ABHD4 inh,SIAE primary,PRMT1 FP inh,HTRA1 inh,UHRF1 binding,rCAG binder,MBD2 DNA inh,TCR CD3 inh
CC1CN(S(=O)(=O)c2cccc(C(=O)NN3CCN(C)CC3)c2)CC(C)O1 (stereo unspecified),4,-3,-8,2,-3,0,-2,-1,2,1
Nc1nc(SCC(=O)NCc2ccc(F)cc2)[nH]c(=O)c1NC(=O)c1ccc(Cl)cc1,-6,1,-12,-3,-1,1,-1,-2,-4,-2

# (listing goes on)
SMILES,NPR2 activator,NPR1 activator,ABHD4 inh,SIAE primary,PRMT1 FP inh,HTRA1 inh,UHRF1 binding,rCAG binder,MBD2 DNA inh,TCR CD3 inh
COC(=O)C1=C(C)N(C)C(=NCC2CC2)NC1c1ccccc1 (stereo unspecified),-9,-4,10,2,0,x,20,2,10,-4
COc1ccccc1OCCn1c(=S)[nH]c2ccccc21,3,-3,0,4,8,2,0,0,2,-6
C=CCn1c(SCC(=O)Nc2nnc(C)s2)nnc1-c1cccnc1,-6,2,6,13,-1,-2,0,-3,4,-4
COC(=O)C1=C(C)N(Cc2cccc(C(F)(F)F)c2)C(=NCc2ccc(OC)cc2)NC1c1ccccc1 (stereo unspecified),-14,-19,20,8,-5,x,0,10,-2,-3
CCOc1ccc(/C=N/n2c(C3CCCCC3)n[nH]c2=S)cc1,-3,-1,-11,9,-1,-13,-3,7,-1,-1
CCOc1ccc(CNC(=O)CCCn2nc(C)c3c(C)n(-c4ccc(C)cc4)nc3c2=O)cc1,-2,-2,1,-5,0,4,-1,-7,0,0
COc1ccc(OC)c(NC(=O)CNC(=O)c2ccc([N+](=O)[O-])cc2)c1,-1,-4,-1,1,-1,3,12,0,-1,0
CN(CC(=O)NCc1ccccc1Cl)S(=O)(=O)c1ccc2c(c1)n(C)c(=O)c(=O)n2C,0,2,6,0,-3,4,5,-1,2,3
COc1ccc(C(=O)COC(=O)CN2C(=O)C3C4C=CC(C4)C3C2=O)cc1 (stereo unspecified),3,5,-1,-1,-2,2,0,-6,0,1
O=C(/C=C/c1cc([N+](=O)[O-])ccc1OC(F)F)Nc1cccc(OC(F)F)c1,-4,0,-6,-4,0,-16,1,-3,-1,8
COc1ccc(N2CCN(C(=O)CN(C)S(=O)(=O)c3ccc4c(c3)c(=O)n(C)c(=O)n4C)CC2)cc1,4,-2,4,3,-1,1,2,0,3,8
Cc1cccc(NC(=O)c2ccc(-n3ccnc3)nc2)c1,2,3,-1,3,-1,5,0,-3,3,7
CCN(CC)CCNC(=O)c1ccc(NC2=NC3CS(=O)(=O)CC3S2)cc1 (stereo unspecified),5,2,3,-1,-3,4,1,0,-6,1
CCOC(=O)CSc1nc(=O)n2ccc(C)cc2n1,-3,-4,5,-9,-1,7,-1,-3,-1,-7
Cc1ccc(C(=O)OCC(=O)NCC2COc3ccccc3O2)cc1 (stereo unspecified),2,5,-6,-9,-6,-5,1,-2,-4,-2
Cc1csc(SCC(=O)N(C)c2c(N)n(Cc3ccccc3)c(=O)[nH]c2=O)n1,0,3,2,0,3,-3,2,-3,4,-5
Cc1ccc(C)c(OCc2ccc(C(=O)NN)o2)c1,2,6,-15,-10,4,0,0,7,6,-7
COc1ccc(S(=O)(=O)N2CCC(C(=O)Oc3cccc(C)c3)CC2)cc1OC,-2,-2,2,-3,-1,-3,10,-2,1,-5
Cn1c(=O)[nH]c(=O)c2c1nc(N/N=C/C(Br)=C/c1ccccc1)n2CCO,-8,-8,-4,-1,2,8,-3,9,-8,-2
Nn1c(SCC(=O)NC2CCS(=O)(=O)C2)nnc1-c1ccco1 (stereo unspecified),1,-6,4,1,3,5,1,0,0,-1

# An excerpt of these results, with values under each structure.
# Results follow in this order: NPR2 activator | NPR1 activator | ABHD4 inh | SIAE primary | PRMT1 FP inh | HTRA1 inh | UHRF1 binding | rCAG binder | MBD2 DNA inh | TCR CD3 inh
CCN(CC)CCNC(=O)c1ccc(NC2=NC3CS(=O)(=O)CC3S2)cc1 (stereo unspecified)
→ 5 | 2 | 3 | -1 | -3 | 4 | 1 | 0 | -6 | 1
Cc1cccc(NC(=O)c2ccc(-n3ccnc3)nc2)c1
→ 2 | 3 | -1 | 3 | -1 | 5 | 0 | -3 | 3 | 7
Nn1c(SCC(=O)NC2CCS(=O)(=O)C2)nnc1-c1ccco1 (stereo unspecified)
→ 1 | -6 | 4 | 1 | 3 | 5 | 1 | 0 | 0 | -1
COc1ccc(S(=O)(=O)N2CCC(C(=O)Oc3cccc(C)c3)CC2)cc1OC
→ -2 | -2 | 2 | -3 | -1 | -3 | 10 | -2 | 1 | -5
Cc1ccc(C)c(OCc2ccc(C(=O)NN)o2)c1
→ 2 | 6 | -15 | -10 | 4 | 0 | 0 | 7 | 6 | -7

# Going on with the list:
SMILES,NPR2 activator,NPR1 activator,ABHD4 inh,SIAE primary,PRMT1 FP inh,HTRA1 inh,UHRF1 binding,rCAG binder,MBD2 DNA inh,TCR CD3 inh
O=C(CNC(=O)c1cccs1)NCC(=O)OCc1ccc(Cl)cc1,10,1,11,-2,-1,-4,-1,-3,5,-7
CC(C)(C)OC(=O)C[C@@H]1C/C=C\C[C@@H](CC(=O)N(CCO)Cc2ccccc2)C(=O)NCCOC1=O,-2,1,2,7,-2,-4,-2,-9,-2,0
O=C(COc1ccccc1)Nc1ncc2c(n1)CCCC2=O,-1,-2,-1,-1,0,2,1,0,-5,0
S=c1nc(NCc2ccc3c(c2)OCO3)c2ccccc2[nH]1,10,9,-3,2,0,-2,0,4,-3,3
N#Cc1cnc2sc3ccccc3n2c1=N,-7,2,0,-5,5,3,-1,2,2,5
CCOc1ccc(CCNC(=O)CCS(=O)(=O)c2ccc(OC)cc2)cc1OCC,6,-2,-3,-6,5,6,8,-12,1,-1
O=C(CC1C(=O)NCCN1C/C=C/c1ccccc1)NCCc1ccncc1 (stereo unspecified),-3,0,3,10,2,6,23*,0,10,5
Nc1c(N(Cc2ccco2)C(=O)COc2ccc(Cl)cc2)c(=O)[nH]c(=O)n1Cc1ccccc1,5,1,-2,9,2,-10,-2,8,3,0
O=C(CC1C[C@H](C(=O)N2CCCCC2)[C@@]2(CCc3ccccc3)c3[nH]c4ccccc4c3CCN2C1=O)NCCc1ccccn1 (stereo partly specified),-9,-19,-11,9,4,-3,1,5,4,0
C/C(=N\Nc1nc(C)cc(C)n1)c1ccc(N2CCOCC2)cc1,x,x,-6,5,-1,3,-1,-1,0,2
C/C(=N\NC(N)=O)c1c(F)cccc1F,4,-3,-2,-2,0,1,0,-2,-1,2
C=CCOc1ccc(CNC(C)(C)CO)cc1OCC,10,2,6,2,-2,3,-3,0,-5,10
Cc1ccc(SC2=C(N(C)C)C(=O)c3ccccc3C2=O)cc1,6,-2,28,-1,52*,23,-5,6,-13,-7
COc1cccc(OCC(=O)NNC(=O)c2ccc3ccccc3c2O)c1,3,-1,23,19*,8,25,-1,22,7,44*
O=c1c2cccnc2[nH]c(=S)n1CCCN1CCN(c2ccccc2F)CC1,-11,-2,1,-4,-4,-5,-2,-2,-5,3
CCOC(=O)c1sc(N)nc1C(F)(F)F,3,1,8,9,11,0,-2,-1,-1,1
CCCCn1c(N)c(N(CC(C)C)C(=O)c2cc3ccccc3cc2OC)c(=O)[nH]c1=O,0,1,-7,5,3,3,2,-2,5,-6
CC(=O)N(O)c1ccc(C=Cc2ccccc2)cc1,-7,5,0,7,2,x,-1,8,-1,-5
